Screens deposited in PubChem by National Center for Advancing Translational Sciences (NCATS).
HepG2 viability: kills HepG2 cells in TGF-b inhibitor counter-screen; AID 588856; Potency, µM (series often up to 46.1 µM), for the others: top-dose activity change, negative = cytotoxicity, usual class: cytotoxic; hit rate 0.76% among 410,000; HepG2 CAGA-GFP viability, ATP luminescence, 18 h; further: potency means the concentration at half of the fitted maximal effect; some results filed as inactive show a strong effect at the top dose
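HepG2 CAGA-GFP cells (1000/well, DMEM with 1% FBS) received compound, then TGF-beta at 500 pg/mL final, and were incubated 18 hours at 37 degrees C. Viability was read by CellTiter-Glo luminescence. Media-only wells were set as complete cell-killing and DMSO as no toxicity.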
ATXN2 expr inh: reduces ATXN2 reporter expression in HEK-293 cells. HEK-293 ATXN2-luciferase reporter, luminescence, 24 h. Potency, µM (top dose mostly 57 µM), without a hit: at the highest dose activity change, negative = inhibition, actives largely listed as inhibitors. hit rate 0.72% among 360,000; further: potency means the concentration at half of the fitted maximal effect; on the % scale 0 is the no-effect control and ±100 the full control effect; nearly all actives have a fitted effect of over 55% in size
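ATXN2-luciferase reporter cells (luciferase flanked by upstream and downstream ATXN2 gene portions) were treated 24 h at 37 °C with compounds at up to 57 uM. SteadyGlo luminescence gave expression; GF-AFC fluorescence gave viability.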
S2 tox: viability counter-screen for ATXN expression inhibitors. S2 cells (HEK-293 line with an ATXN2-luciferase reporter) viability, CellTiter-Fluor protease fluorescence, 24 h. Potency, µM (titrated, usually from 56.7 µM), most hits filed as cytotoxic. hit rate 0.49% among 400,000. AID 651635; further: potency means the concentration at half of the fitted maximal effect; nearly all actives have a fitted effect of over 40% in size
HT1080NT lethal: kills 2HG-producing HT-1080-NT fibrosarcoma cells; AID 686970; HT-1080-NT fibrosarcoma viability, CellTiter-Glo ATP luminescence, 48 h; Potency, µM (series often up to 46.1 µM), for inactives: top-dose activity, negative = less viability, hits mostly cytotoxic; hit rate 1.6% among 360,000;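 further: NT is the 2HG producing partner of a matched IDH1 knockdown line; potency means the concentration at half of the fitted maximal effect; 0% = DMSO-treated cells and -100% = media-only wells without cells; nearly all actives have a fitted effect of over 55% in size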
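HT-1080-NT fibrosarcoma cells (2HG-overproducing), 750 cells/well in RPMI with 5% FBS, dosed after 2 h and incubated 48 h at 37C. CellTiter-Glo luminescence normalized to DMSO and no-cell wells; concentration-response curves fitted and classed.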
MCF10A rereplic: inducers of DNA re-replication in MCF 10A breast cells. MCF 10A DNA re-replication, Hoechst nuclear intensity, 48 h. hit rate 2.9% among 350,000. AID 624296. Potency, µM (top dose mostly 46.1 µM), for the others: top-dose activity, positive = re-replication, most hits filed as activators; further: potency means the concentration at half of the fitted maximal effect; % of control where 0% means no effect; nearly all actives have a fitted effect of over 50% in size
SW480 rerep: induces DNA re-replication in SW480 colon adenocarcinoma cells; hit rate 1.8% among 340,000; SW480 DNA re-replication, Hoechst DNA content imaging, 48 h; Potency, µM (top dose mostly 46.1 µM), without a hit: top-dose re-replication activation, usual class: activators; AID 624297; further: potency means the concentration at half of the fitted maximal effect; % of control where 0% means no effect; nearly all actives have a fitted effect of over 55% in size
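Image-based read-out: total Hoechst fluorescence of nuclei (405 nm excitation, 500-530 nm emission), with hits raising the fraction of high-intensity nuclei. SW480 colon cells incubated 48 hr with compounds at 37 C.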
KB-3-1 tox: KB-3-1 parental cell cytotoxicity | KB-3-1 viability, CellTiter-Glo ATP luminescence, 72 h | Potency, µM (top dose mostly 46.1 µM), for inactives: at the top dose activity change, negative = cytotoxic, most hits filed as cytotoxic | hit rate 1.4% among 400,000 | AID 1347075; further: potency means the concentration at half of the fitted maximal effect; on the % scale 0 is the no-effect control and ±100 the full control effect; nearly all actives have a fitted effect of over 60% in size
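Cytotoxicity in the drug-sensitive parental line KB-3-1 was scored as loss of CellTiter-Glo luminescence following 72 h incubation with compound. Values come from curve fitting of normalized concentration-response data.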
HT1080 IDH1KD tx: toxicity to HT-1080 IDH1 knockdown cells (counter line). AID 686971. hit rate 2% among 360,000. Potency, µM (top dose mostly 46.1 µM), for the others: top-dose activity, negative = toxicity, hits mostly cytotoxic. HT-1080 IDH1 knockdown viability, ATP luminescence, 48 h;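 further: potency means the concentration at half of the fitted maximal effect; 0% = DMSO wells and -100% = cell-free medium wells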
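Knockdown cells (IDH1KD HT-1080) received compounds 2 h after plating at 750 cells/well and were kept 48 h at 37 °C in 5% FBS RPMI. A CellTiter-Glo luminescence read gave % activity for curve fitting.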
IL-1B inflam inh: inflammasome signaling inhibition, IL-1 beta readout. THP-1 LPS/ATP IL-1B secretion, AlphaLISA, 16 h; stronger effect = lower value. activity change, % at 57.5 µM. hit rate 4.7% among 360,000. AID 743279; in the data active means activity change below about -50%; inconclusive means mostly about -30% to -49%; further: on the % scale 0 is the no-effect control and ±100 the full control effect
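THP-1 cells pretreated 1 hr with compounds (up to 57.5 uM final), then stimulated with LPS (250 ng/mL final) plus ATP (1.25 mM final); secreted IL-1B measured by AlphaLISA after 16 hr, decreased signal indicating inhibition.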
Active calls of the source: *; i = inactive; ? = inconclusive; . = not tested or not shown; & = joins results of further samples; ! = not confirmed by another sample; [ ] = remark or other dose. Unless noted, the call rests on the fitted dose curve; in most records, active means well fitted curve in the direction sought with a large enough effect; inconclusive means small, poorly fitted or top-dose-only effect, or another doubt; inactive means no such curve, though single readings can be large; an effect the other way counts as inactive or inconclusive.

item	structure	HepG2 viability	ATXN2 expr inh	S2 tox	HT1080NT lethal	MCF10A rereplic	SW480 rerep	KB-3-1 tox	HT1080 IDH1KD tx	IL-1B inflam inh
1	CC(=O)O[C@@H]1/C=C/[C@](C)(O)C[C@@H](C)C/C=C/[C@H]2[C@H](O)C(C)=C(C)[C@H]3[C@H](Cc4ccccc4)NC(=O)[C@@]123	-36%	2%	i	2.6µM*	?	18µM*	?	?	10
2	O=C1NC(=O)C(=Cc2ccc(SC3CCCCC3)o2)C(=O)N1	-59%	18µM*	.	?	21µM*	?	-19%	?	?
3	COC1C(O)C(C)OC(OC2CCC3(C=O)C(CCC4C3CCC3(C)C(C5=CC(=O)OC5)CCC43O)C2)C1O (stereo not given)	-50%	-79%	?	0.21µM*	?	?	0.0058µM*	0.018µM*	-68*
4	O=c1c2ccccc2nc(-c2ccc(Cl)cc2Cl)n1-c1ccncc1	-17%	-7%	?	-18%	5%	0%	?	-26%	23
5	Cc1cc(/C=C2\C(=O)NC(=O)N(Cc3ccco3)C2=O)c(C)n1-c1ccc(C(=O)O)cc1	28%	0%	i	1%	-3%	-66%[inhibitor]	-3%	-11%	-3
6	O=C(Nc1nccs1)C(Cl)(Cl)Cl	-7%	-12%	i	-3%	-15%	-5%	0%	-3%	-10
7	COc1ccc(-n2c(-c3ccccc3F)nc3ccccc3c2=O)cc1	25%	.	i	9%	.	.	13%	6%	13
8	NNP(=O)(CC(=O)c1ccccc1)c1ccccc1 (stereo not given)	6%	.	i	-14%	8%	-7%	4%	9%	11
9	Cc1cccc(-n2c(O)c(C=NCc3cccnc3)c(=O)[nH]c2=O)c1C	-2%	-22%	?	8%	-1%	-6%	1%	-1%	28
10	O=C(N/N=C/c1c(O)n(CCc2ccccc2)c(=O)[nH]c1=O)c1ccccc1O	-27%	.	i	13%	0%	1%	17%	-7%	29

Structures above with a carbonyl joined to an NH by a bond outside any ring, in the order listed:
item	structure	HepG2 viability	ATXN2 expr inh	S2 tox	HT1080NT lethal	MCF10A rereplic	SW480 rerep	KB-3-1 tox	HT1080 IDH1KD tx	IL-1B inflam inh
6	O=C(Nc1nccs1)C(Cl)(Cl)Cl	-7%	-12%	i	-3%	-15%	-5%	0%	-3%	-10
10	O=C(N/N=C/c1c(O)n(CCc2ccccc2)c(=O)[nH]c1=O)c1ccccc1O	-27%	.	i	13%	0%	1%	17%	-7%	29

Going on with the list:
item	structure	HepG2 viability	ATXN2 expr inh	S2 tox	HT1080NT lethal	MCF10A rereplic	SW480 rerep	KB-3-1 tox	HT1080 IDH1KD tx	IL-1B inflam inh
11	COc1ccccc1CN1CCN(C(=O)COc2ccccc2)CC1	-2%	0%	i	0%	-5%	0%	3%	-12%	15
12	COc1ccc(NS(=O)(=O)c2ccc3c(c2)oc(=O)n3C)cc1Cl	5%&-22%	-22%	i	2%	8%	-27%	-25%&1%	0%	12
13	CCCCC(C)C(OC(=O)CC(CC(=O)O)C(=O)O)C(CC(C)CC(O)CCCCC(O)CC(O)C(C)N)OC(=O)CC(CC(=O)O)C(=O)O (stereo not given)	9%	9%	i	10%	1%	?	0%	2%	9
14	Cc1ccccc1-n1c(O)c(C=Nc2ccc(N(C)C)cc2)c(=O)[nH]c1=O	-26%	29%	i	0%	15%	?	-5%	-1%	-3
15	COc1ccc(NC(=O)CCc2nc(C3=CCN(Cc4cccc(Cl)c4)CC3)no2)cc1OC	-24%	?	?	.	.	.	-2%	.	.
16	Cc1nnc2n1-c1ccc(Br)cc1C(c1ccccc1Cl)=NC2	4%	33%[activator]	i	0%	2%	-5%	4%	0%	23
17	O=c1oc2ccccc2c(O)c1[C@H]1c2ccc(O)cc2Oc2c1c(=O)oc1ccccc21	-127%	.	?	?	?	-7%	?	-19%	-92*
18	O=C(O)CCCOc1ccc(Cl)cc1Cl	-40%	-4%	i	20%	0%	4%	0%	0%	11
19	O=P(N[C@@H](c1ccccc1)[C@@H]1C[C@H]1CO)(c1ccccc1)c1ccccc1	10%	3%	i	0%	-13%	-10%	-1%	12%	32
20	COc1cc(C(=O)NN=Cc2ccc(N(CCCl)CCCl)cc2)cc(OC)c1OC	8%	?	i	?	16µM*	18µM*	16µM*	4.1µM*	54

Carrying on.
item	structure	HepG2 viability	ATXN2 expr inh	S2 tox	HT1080NT lethal	MCF10A rereplic	SW480 rerep	KB-3-1 tox	HT1080 IDH1KD tx	IL-1B inflam inh
21	CC(C)(C)n1nnnc1C(c1cc2ccccc2o1)N1CCC2(CC1)C(=O)NCN2c1ccccc1 (stereo not given)	3%	-37%	.	-25%	.	.	-15%	?	-25
22	Cn1cccc1CN1CCN(C(=O)COc2ccccc2)CC1	1%	-1%	i	6%	-1%	-3%	1%	2%	4
23	COC(=O)C1=C(c2ccc(OC)c(OC)c2)C[C@@H]2CC[C@H]1N2C(=O)NCc1ccc(F)cc1	-1%	6%	i	10%	8%	-10%	9%	-10%	15
24	CCCCNC(C)Cc1ccccc1 (stereo not given)	-4%	-8%	i	17%	-4%	-13%	0%	-4%	9
25	C=CCOc1c(Cl)cc(CNc2ccc3[nH]c(=O)[nH]c3c2)cc1OC	-26%	-5%	i	?	?	.	-4%	?	0
26	CCn1c(NN=O)nc2ccccc21	-28%	-22%[11.3 µM]	i	-25%	5%	?	?	?	100
27	O=C(c1c[nH]c2ccc(S(=O)(=O)N3CCC4(CC3)OCCO4)cc2c1=O)N1CCC2(CC1)OCCO2	0%	-2%	i	0%	-4%	-2%	-4%	0%	-18
28	CCCCCN=C(N)N/N=C/c1c[nH]c2ccc(OC)cc12	16µM*	5.6µM*!	18µM*	2.9µM*	?	?	?	5.8µM*	0
29	Cc1ccc(NC(=O)Nc2ccc3nc(N4CCN(C)CC4)cc(C)c3c2)cc1F	-23%	16%	?	.	.	.	?	.	.
30	CC[C@]1(C(=O)OC)[C@H]2C(=O)N(Cc3ccccc3)C(=O)[C@H]2[C@H]2CN=C(SCc3ccc(C(=O)OC)cc3)N21	-4%	-11%	i	4%	-2%	?	?	-1%	19

Part of the list above in another layout:
[23] COC(=O)C1=C(c2ccc(OC)c(OC)c2)C[C@@H]2CC[C@H]1N2C(=O)NCc1ccc(F)cc1
[24] CCCCNC(C)Cc1ccccc1 (stereo not given)

screen / no.	23	24
HepG2 viability	-1%	-4%
ATXN2 expr inh	6%	-8%
S2 tox	i	i
HT1080NT lethal	10%	17%
MCF10A rereplic	8%	-4%
SW480 rerep	-10%	-13%
KB-3-1 tox	9%	0%
HT1080 IDH1KD tx	-10%	-4%
IL-1B inflam inh	15	9

Remaining list, next part.
item	structure	HepG2 viability	ATXN2 expr inh	S2 tox	HT1080NT lethal	MCF10A rereplic	SW480 rerep	KB-3-1 tox	HT1080 IDH1KD tx	IL-1B inflam inh
31	Cc1oc(/N=C/c2ccc3c(c2)OCO3)c(C#N)c1C	-8%	-3%	i	0%[9.24 µM]	?	-2%	0%	-12%	27
32	C=CCOC(=O)C1=C(C)OC(N)=C(C#N)C12C(=O)N(CN1CCOCC1)c1ccccc12 (stereo not given)	0%	2%	i	-2%	1%	1%	-5%	-9%	11
33	C[C@@H]1CN([C@H](C)CO)C(=O)CCCn2nncc2CO[C@@H]1CN(C)C(=O)Nc1ccc(N2CCCCC2)cc1	-11%	9%	?	14%	.	.	14%	10%	20
34	COc1ccc(-c2cc(=Nc3ccccc3)c3cc(C)ccc3o2)cc1	-22%	.	i	0%	?	2%	-14%	1%	-6
35	CC(C)(C)CC(C)(C)c1ccc(O)cc1	.	?	35µM*!	.	?	9%	.	.	.
36	CN1C(=O)NC(=O)/C(=C\C=C\c2ccccc2[N+](=O)[O-])C1=O	-19%	32µM*	28µM*	?	?	15µM*	?	12µM*	-98*
37	CNP1(NC)=Nc2nn(-c3ccccc3)c(N)c2C(c2ccccc2)=N1	-30%	2%	i	0%	1%	4%	-1%	1%	-25
38	CC(CN1CCOCC1)C(C#N)(c1ccccc1)c1ccccc1 (stereo not given)	5%	-5%	i	-11%	17%	4%	-4%	-9%	4
39	COc1ccc(C(=O)C2CN(C)CC2C(=O)c2ccc(OC)cc2)cc1 (stereo not given)	-2%	-14%	i	0%	23%	?	2%	-7%	-17
40	CN1CC[C@]23c4c5ccc(OC6OC(C(=O)O)[C@@H](O)C(O)[C@H]6O)c4OC2C(O)C=CC3[C@H]1C5 (stereo not given in full)	-23%	-13%	i	-1%	16%	-7%	0%	10%	13

Further structures:
item	structure	HepG2 viability	ATXN2 expr inh	S2 tox	HT1080NT lethal	MCF10A rereplic	SW480 rerep	KB-3-1 tox	HT1080 IDH1KD tx	IL-1B inflam inh
41	O=c1c2ccccc2nc(CBr)n1-c1ccc(Cl)cc1	-19%	.	i	-11%	.	.	-2%	-6%	-8
42	OC(CNCCc1c[nH]c2ccccc12)c1ccccc1 (stereo not given)	-1%	-21%	i	-12%	?	0%	-3%	-10%	-57*
43	CC(Cc1ccccc1)NC(=O)c1ccc(N)cc1 (stereo not given)	4%	23%	i	17%	-5%	-4%	22%	11%	-4
44	COC(=O)C1=C(c2ccc3ccccc3c2)C[C@@H]2CC[C@H]1N2C(=O)NCc1ccc(C(F)(F)F)cc1	-26%	?	i	-17%	?	-4%	?	?	?
45	CN(C)C(=O)Oc1ccc(-c2cn3cc(C(F)(F)F)ccc3n2)cc1	-1%	58%[activator]	i	3%	11%	?	-3%	23%	-12
46	COc1ccc(S(=O)(=O)N(C)C[C@H]2Oc3c(NC(=O)NC4CCCCC4)cccc3C(=O)N([C@H](C)CO)C[C@@H]2C)cc1	-15%	?	?	-3%	11%	?	-6%	-13%	-55*
47	O=Cc1cn(CCCOc2ccccc2)c2ccccc12	-23%	0%	i	-1%	14%	14%	0%	-10%	-14
48	Cc1cc2ccccn2c1C(C[N+](=O)[O-])c1c(F)cccc1Cl (stereo not given)	11%	?	?	?	3.3µM*	7.3µM*	?	10µM*	-24

The list is partial. The share of hits here may be higher or lower than overall.
